Assay outcomes (PubChem)
NCI-60 one-dose screen, 48 h, at 10 µM unless noted. Numbers give growth in % (100 = growth as untreated, 0 = no growth, -100 = all killed).
MDA-MB-435 – MDA-MB-435 melanoma; 82,000 compounds, 7.8% hits; AID 1794794
SK-MEL-28 – SK-MEL-28 melanoma | 81,000 compounds, 4.1% hits
SK-MEL-2 – SK-MEL-2 melanoma; 77,000 compounds, 4.7% hits
UACC-62 – UACC-62 melanoma. 81,000 compounds, 5.4% hits. AID 1794756
LOX IMVI – LOX IMVI melanoma; 79,000 compounds, 7.4% hits
MALME-3M – MALME-3M melanoma. 78,000 compounds, 5.8% hits
SK-MEL-5 – SK-MEL-5 melanoma; 80,000 compounds, 6.4% hits
UACC-257 – UACC-257 melanoma; 78,000 compounds, 4.4% hits
An asterisk follows results filed as active; / = not tested or not shown; & = joins results of further samples; ! = repeats disagree. The calls were made as follows: active = growth percent below 10; inactive = the rest.

molecule	SK-MEL-2	SK-MEL-5	UACC-62	MDA-MB-435	MALME-3M	LOX IMVI	SK-MEL-28	UACC-257
Nc1nnnn1-c1ccccc1	105	108	110	/	135	108	118	101
CC(C(=O)O)c1ccc(C(=O)c2cccs2)cc1 (stereo unspecified)	91&117	99&102	107&101	115&97	89&102	101&91	106&118	100&101
CCn1c(C(=O)N(C2CC2)C2CC2)cc2c3c(ncn3C)c(Nc3cc(C)n(C)n3)nc21	/	101	95	93	87	87	98	102
CN(C)C/C=C/C(=O)Nc1cc2c(Nc3ccc(F)c(Cl)c3)ncnc2cc1O[C@H]1CCOC1	/	-81*	-42*	2.7*	-75*	-73*	-57*	-71*
COc1ccc2[nH]cc(-c3nnc(N)nc3-c3cn(C)c4ccccc34)c2c1	109	98	93	97	121	98	107	102
Cn1cc(C(=O)c2nc(-c3cn(C)c4ccccc34)no2)c2cc(Br)ccc21	111	106	86	103	58	97	110	94
COc1ccc2[nH]cc(-c3nnc(N)nc3-c3cn(C)c4ccc(OC)cc34)c2c1	110	97	87	95	109	99	101	103
CC(=O)O[C@]1(C(C)=O)CCC2C3C=C(Cl)C4=CC(=O)[C@@H]5C[C@@H]5[C@]4(C)C3CC[C@@]21C (stereo partly specified)	88	37	64	85	77	89	108	81
C=CC1=C(C(=O)O)N2C(=O)[C@@H](NC(=O)/C(=N\O)c3csc(N)n3)[C@H]2SC1 (stereo in doubt)	122	/	114	109	111	88	111	96
CC(=O)c1ccc2c(c1)N(CCCN(C)C)c1ccccc1S2	78&95	86&88	91&102	97&91	90&90	81&82	104&110	101&83
OC1CCC(Nc2ncc3nc(Nc4c(F)cc(F)cc4F)n([C@H]4CCOC4)c3n2)CC1 (stereo partly specified)	/	106	70	95	96	82	101	81
COc1ccc(/C=C/C(C)=N/OCC(N)=O)cc1	/	103	104	109	109	102	103	95

As entered above:
`OC1CCC(Nc2ncc3nc(Nc4c(F)cc(F)cc4F)n([C@H]4CCOC4)c3n2)CC1` (stereo partly specified) | MDA-MB-435: 95
`CC(=O)c1ccc2c(c1)N(CCCN(C)C)c1ccccc1S2` | MDA-MB-435: 97&91

Another view of part of the listing above:
Values run as follows: SK-MEL-2	SK-MEL-5	UACC-62	MDA-MB-435	MALME-3M	LOX IMVI	SK-MEL-28	UACC-257
- Nc1nnnn1-c1ccccc1
 : 105	108	110	/	135	108	118	101
- CC(=O)O[C@]1(C(C)=O)CCC2C3C=C(Cl)C4=CC(=O)[C@@H]5C[C@@H]5[C@]4(C)C3CC[C@@]21C (stereo partly specified)
 : 88	37	64	85	77	89	108	81

(further entries)
molecule	SK-MEL-2	SK-MEL-5	UACC-62	MDA-MB-435	MALME-3M	LOX IMVI	SK-MEL-28	UACC-257
CN1CCOC(c2ccccc2)c2ccccc2C1 (stereo unspecified)	111	99	105	101	92	97	113	103
Cc1nc2ccccn2c(=O)c1CCN1CCC(C(=O)c2ccc(F)cc2)CC1	98	81	97	102	96	100	97	86
Cn1c(O)c(N=NC(N)=S)c2ccccc21	112&90	97&101	100&90	110&108	126&96	88&101	104&128	113&105
Brc1cnc2[nH]cc(-c3nnc(-c4ccccc4)s3)c2c1	69	93	70	94	82	86	98	104
COc1ccc(C(=O)CC(=O)c2ccc(C(C)(C)C)cc2)cc1	126	/	110	105	100	92	109	98
C[C@H](COc1ccccc1)N[C@H](C)[C@H](O)c1ccc(O)cc1	111	103	106	99	111	100	103	113
CC(O)CN(C)C (stereo unspecified)	102	104	107	109	97	95	118	99
CCN(CC)CCNC(=O)c1cc(Cl)c(N)cc1OC	121	102	111	96	100	90	101	102
CC1=CCC2C(=O)OC(=O)C2C1 (stereo unspecified)	102	96	91	102	104	101	108	109
COc1cc2c(Oc3ccc(NC(=O)C4(C(=O)Nc5ccc(F)cc5)CC4)cc3F)ccnc2cc1OCCCN1CCOCC1	/	-96*	-68*	-75*	-72*	-90*	-78*	-85*
Cn1cc(C(=O)c2nc(-c3cn(C)c4ccc(F)cc34)no2)c2cc(Br)ccc21	100	104	90	104	71	100	103	83
CCOC(=O)c1ccc(N)cc1	117&108	98	99&96	94&112	102&92	88&87	107&109	91

One compound at a time, from the list above:
Listed for `COc1ccc2[nH]cc(-c3nnc(N)nc3-c3cn(C)c4ccc(OC)cc34)c2c1` → SK-MEL-2: 110; SK-MEL-5: 97; UACC-62: 87; MDA-MB-435: 95; MALME-3M: 109; LOX IMVI: 99; SK-MEL-28: 101; UACC-257: 103
Listed for `CC(=O)c1ccc2c(c1)N(CCCN(C)C)c1ccccc1S2` → SK-MEL-2: 78&95; SK-MEL-5: 86&88; UACC-62: 91&102; MDA-MB-435: 97&91; MALME-3M: 90&90; LOX IMVI: 81&82; SK-MEL-28: 104&110; UACC-257: 101&83
Listed for `COc1ccc(/C=C/C(C)=N/OCC(N)=O)cc1` → SK-MEL-2: /; SK-MEL-5: 103; UACC-62: 104; MDA-MB-435: 109; MALME-3M: 109; LOX IMVI: 102; SK-MEL-28: 103; UACC-257: 95

Next part
molecule	SK-MEL-2	SK-MEL-5	UACC-62	MDA-MB-435	MALME-3M	LOX IMVI	SK-MEL-28	UACC-257
Cn1cc(-c2nnc(N)nc2-c2c[nH]c3ccc(F)cc23)c2ccccc21	106	94	94	92	116	96	97	105
CCCCC(O)c1ccccc1 (stereo unspecified)	109	/	108	108	102	96	119	101
COc1cc(C2NC(=S)NC(C)=C2C(=O)Nc2ccc(S(N)(=O)=O)cc2)cc(OC)c1OC (stereo unspecified)	106	102	99	104	103	102	113	117
CN(C)CCOC(C)(c1ccccc1)c1ccccn1 (stereo unspecified)	105	103	106	109	105	101	112	114
CC(=O)c1ccc(S(=O)(=O)NC(=O)NC2CCCCC2)cc1	112	101	102	103	107	97	89	106
OCCN1CCN(CCCN2c3ccccc3Sc3ccc(Cl)cc32)CC1	75&47	50	-64*!	-12*!	67&16	70&29	-34*!	-5.6*
Cn1cc(-c2nnc(-c3cn(C)c4ncc(Br)cc34)s2)c2cc(F)ccc21	101	95	85	97	96	96	103	101
Cc1nc(N)sc1-c1ccnc(Nc2ccc(N3CCOCC3)cc2)n1	/	71	42	67	48	30	61	72
Cn1cc(-c2nnc(-c3cn(C)c4ncccc34)o2)c2cc(F)ccc21	102	87	86	84	91	92	102	102
CN(C)C[C@@H]1CCn2cc(c3ccccc32)C2=C(C(=O)NC2=O)c2cn(c3ccccc23)CCO1	/	22	43	20	-71*	-70*	-93*	-20*
CC12CCC(CC1)C(C)(C)O2	91	102	103	100	101	97	114	108
Cn1cc(-c2nnc(-c3ccccc3)o2)c2cc(Br)cnc21	107	89	77	98	98	92	99	103
CC(C)C[C@@H](C(=O)N[C@H](C(=O)OC1CCCC1)c1ccccc1)[C@H](O)C(=O)NO	33	60	69	49	38	54	63	36

Pulled by structure from above (two):
molecule	SK-MEL-2	SK-MEL-5	UACC-62	MDA-MB-435	MALME-3M	LOX IMVI	SK-MEL-28	UACC-257
Cn1cc(-c2nnc(N)nc2-c2c[nH]c3ccc(F)cc23)c2ccccc21	106	94	94	92	116	96	97	105
CCCCC(O)c1ccccc1 (stereo unspecified)	109	/	108	108	102	96	119	101

An excerpt; count on the stated rates, not on these rows.
